# Screening results: PubChem BioAssay, Sanford-Burnham Center for Chemical Genomics
# DUSP3 inh = inhibitors of human VHR1 phosphatase (DUSP3) | recombinant VHR phosphatase, colorimetric substrate read-out | inhibition, % at 20 µM | hit rate 0.7% among 50,000 | AID 1992; in the data active means inhibition above about 60%; further: some results filed as inactive read as strong as hits
# Target sequence (P51452 whole entry, looked up): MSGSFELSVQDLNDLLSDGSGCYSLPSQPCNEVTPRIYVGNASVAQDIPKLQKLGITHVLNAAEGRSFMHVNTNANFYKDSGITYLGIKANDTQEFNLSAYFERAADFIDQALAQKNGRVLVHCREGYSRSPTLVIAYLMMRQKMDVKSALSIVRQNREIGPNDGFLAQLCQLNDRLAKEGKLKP
# * hit, by the source's call. A portion of the library. The share of hits here may be higher or lower than overall.
structure,DUSP3 inh
CCOC(=O)c1c(-c2ccc(OCC)cc2)csc1N,32
CCOc1ccc(N(CC(=O)Nc2ccccc2CC)S(=O)(=O)c2ccc(SC)cc2)cc1,1
Cc1ccc(N2C(=O)CC(NCCc3ccccc3)C2=O)cc1 (stereo not drawn),-20
CC1CC(Nc2ccccc2)c2ccccc2N1C(=O)c1cccc2ccccc12 (stereo not drawn),-3
O=C(NCCCn1ccnc1)c1ccccc1[N+](=O)[O-],6
O=C(Nc1ccc(OC(F)(F)F)cc1)c1nn2c(c1Br)NC(c1cccs1)CC2C(F)(F)F (stereo not drawn),8
CC(=O)NC(NC(=S)Nc1ccc(C(C)=O)cc1)C(Cl)(Cl)Cl (stereo not drawn),0
CSc1nnc2n(-c3ccccc3)c(=O)c3c4c(sc3n12)CC(C(C)(C)C)CC4 (stereo not drawn),-15
O=[N+]([O-])c1ccc(-c2nc(NCc3ccccc3)cc(-c3ccccc3)n2)cc1,0
CCOC(=O)C1CCN(C(=S)Nc2ccc(OCC)cc2)CC1,-16
O=C(COc1ccccc1Cl)Nc1cccc(-c2nc3ncccc3o2)c1,-4
O=[N+]([O-])c1ccc(C2Nc3c(cccc3[N+](=O)[O-])C3C=CCC32)cc1 (stereo not drawn),-1
O=C(/C=C/c1ccccc1)Nc1cccc(Br)c1,-10
CC1(C)CC(NC(=O)c2ccccc2Br)CC(C)(C)N1,-12
CC1(C)Oc2ccc3ccc(=O)oc3c2/C(=N\O)C1=O,20
Cc1nnc(N2C(=O)c3ccc(-c4nc5ccccc5c(=O)o4)cc3C2=O)s1,-17
Oc1ccc(Nc2nc(-c3cccs3)cs2)cc1,37
COc1ccc(C(=O)Nc2ccc(-c3nc4ccccc4s3)cc2)cc1Br,11
O=C(NCCOCc1ccccc1)c1ccc(Cl)cc1Cl,-34
CC(C)C(NC(=O)c1c(Cl)cccc1Cl)C(C)C,-13
O=S(=O)(Nc1ccc(F)cc1)c1ccc2c(c1)Cc1cc(S(=O)(=O)Nc3ccc(F)cc3)ccc1-2,-1
Cc1nc(Nc2nc3ccccc3o2)nc(C)c1C,-6
COc1ccc(OC)c(C=NNC(=O)Cn2nnc3ccccc32)c1,0
CC(=O)C12c3ccccc3C(c3ccccc31)C1C(=O)N(c3cc(C(F)(F)F)ccc3Cl)C(=O)C12 (stereo not drawn),-22
Clc1ccc(/C=C/C=Nc2ccc(-c3nc4ccccc4o3)cc2)cc1,-5
c1ccc(CC2=NNC(c3ccccc3)S2)cc1 (stereo not drawn),-13
CCC(O)(C#CCN1CCCCC1)CC,3
COc1cc2c(cc1NC(=O)c1ccc(F)cc1)oc1ccccc12,4
O=C(Nc1ccc(N2CCOCC2)c(Cl)c1)c1ccc([N+](=O)[O-])cc1Cl,-14
Cc1cc2nc(-c3cccc(NC(=S)NC(=O)c4ccco4)c3)oc2cc1C,-14

# Some of the entries so far, as labelled records:
COc1ccc(OC)c(C=NNC(=O)Cn2nnc3ccccc32)c1
  DUSP3 inh: 0

O=[N+]([O-])c1ccc(-c2nc(NCc3ccccc3)cc(-c3ccccc3)n2)cc1
  DUSP3 inh: 0

COc1cc2c(cc1NC(=O)c1ccc(F)cc1)oc1ccccc12
  DUSP3 inh: 4

CSc1nnc2n(-c3ccccc3)c(=O)c3c4c(sc3n12)CC(C(C)(C)C)CC4 (stereo not drawn)
  DUSP3 inh: -15

# Next part
structure,DUSP3 inh
Cc1ccc(C)c(S(=O)(=O)Nc2cc(Br)c(O)c3ccccc23)c1,10
Cc1c(Br)c([N+](=O)[O-])nn1CC(=O)N1CCN(C)CC1,-8
COC(=O)C1=C(C)N(C)C(C)=C(C(=O)OC)C1c1ccncc1,-6
O=C(Cc1cccc2ccccc12)NCC1(c2ccccc2)CCOCC1,-9
Cc1nnc(Nc2ccc(C(=O)Nc3c(Cl)cccc3Cl)cc2)c2ccccc12,-8
COc1cc(-c2nc(-c3ccccc3)c(-c3ccc([N+](=O)[O-])cc3)[nH]2)cc(OC)c1O,18
O=C(O)c1cc(NC(=O)c2ccc(Cl)c(Cl)c2)cc(C(=O)O)c1,-13
COc1ccc2c(c1)NC(C)(C)c1sn(-c3ccc(C)cc3)c(=S)c1-2,-5
C=CCN1C(=O)/C(=C/c2cc(Cl)ccc2O)SC1=S,-8
CCOc1ccccc1CN(CCc1ccc2c(c1)OCO2)Cc1ccc(OC)c(OC)c1,5
N#Cc1c2n(c3c(=O)n(Cc4ccccc4Cl)cnc13)CCCC2,-10
O=S(=O)(c1cccc2cccnc12)N1CCN(Cc2ccc3c(c2)OCO3)CC1,-9
CCC(Oc1ccccc1)C(=O)Nc1cccc(F)c1 (stereo not drawn),-14
CC1(C)CC(=O)C2=C(C1)Nc1ccccc1NC2c1cccc(F)c1 (stereo not drawn),-10
CC(=O)Oc1ccc(C(=O)Nc2ccccc2C(=O)NCC(C)C)cc1,-14
CC1(C)CC(=O)C=C(Nc2ccccc2C#N)C1,12
COc1ccc(Nc2ncnc3c2cnn3-c2ccccc2)cc1,4
Cc1cccc(NC(=O)CSc2nc(-c3ccccc3)c(-c3ccccc3)o2)c1C,-26
CC(=O)Oc1cc(-c2nc3ccccc3c(=O)o2)cc(-c2nc3ccccc3c(=O)o2)c1,-62
O=[N+]([O-])c1ccccc1CNCCc1ccc(F)cc1,-25
CCCCOc1ccc(C(CC(=O)O)CC(=O)O)cc1,1
COc1ccccc1C(=O)NC(=S)Nc1cccc2c(C)cc(C)nc12,-9
S=C(c1ccc(OCc2ccccc2)cc1)N1CCN(c2cccc(Cl)c2)CC1,16
Cc1ccc2oc(-c3cc(NC(=O)Cc4ccccc4)ccc3O)nc2c1,-7
COc1cccc(N2C(=O)C(=O)/C(=C(\O)c3ccccc3)C2c2ccc(OC)cc2OC)c1 (stereo not drawn),-5
O=C(NCCN1CCOCC1)c1cc(-c2ccccc2)nc2ccccc12,0
O=C(COc1ccc2ccc(=O)oc2c1)OCc1ccccc1,6
O=C(CSCc1cccc(Cl)c1)N/N=C/c1ccc(OCC(=O)N2CCCCC2)cc1,-29
COc1ccc(CNC(=O)Cc2ccc(Br)cc2)cc1,83
NC(N)=NS(=O)(=O)c1ccc(NC(=S)NC(=O)c2ccc(F)cc2)cc1,-23
COc1ccc(OC)c(NC(=O)C(=O)N/N=C/c2ccc(C(=O)O)cc2)c1,-2
O=C1C2C(c3ccccc3)OC3(C(=O)c4ccccc4C3=O)C2C(=O)N1c1ccc([N+](=O)[O-])cc1 (stereo not drawn),12
Cc1cc(/C=C2\C(=O)NC(=S)N(c3ccc(Cl)cc3)C2=O)c(C)n1-c1cccnc1,18
O=[N+]([O-])c1cc2c(c([N+](=O)[O-])c1)Nc1ccccc1N=C2c1ccc(Br)cc1,-35
CCOC(=O)c1c(C)oc2ccc(NS(=O)(=O)c3ccc4ccccc4c3)cc12,11
C=CCc1cccc(/C=N/NC(=O)c2cc(-c3ccc(OC)cc3)n[nH]2)c1O,-5
O=C(CN(Cc1ccccc1)Cc1ccccc1)NCCNc1ccc([N+](=O)[O-])cc1Cl,-14
COC(=O)c1c(-c2ccc(Cl)cc2)csc1NC(=O)C1CC=CCC1C(=O)O (stereo not drawn),-20
COc1ccccc1CNC(=O)c1ccc(C)cc1,-20
c1ccc(-n2ncc3c(N4CCN(C5c6ccccc6-c6ccccc65)CC4)ncnc32)cc1,-70
Cc1cc(CN2CCOCC2)c(O)c(C)n1,-6
O=C(CCc1ccccc1)Nc1nc(-c2ccc(Cl)c(Cl)c2)cs1,1
CC1(C)CC(=O)C=C(NNC(=O)c2ccc(O)cc2)C1,6
CCOC(=O)c1ccc(N=Cc2ccc(Br)s2)cc1,12
CC(C)(C)C1(C)OC(O)(C(F)(F)C(F)F)CC1=O (stereo not drawn),-8
CCOC(=O)C1=C(O)/C(=C/c2ccccc2Cl)SC1=Nc1ccccc1,-9
Cc1cccc(C)c1OC(=O)C(C)N1C(=O)c2ccccc2C1=O (stereo not drawn),-48
CCC1(C)CC(CC#N)(c2ccccc2OC)CCO1 (stereo not drawn),4
Cc1ccc([N+](=O)[O-])cc1NC(=O)COc1cccc(Cl)c1,4
COc1ccc(C2=Nc3ccccc3NC(c3ccc(F)cc3)C2)cc1 (stereo not drawn),34
Cc1cc(C)cc(NCc2ccccn2)c1,-30
CC1CC(N(C(=O)c2ccc(Cl)cc2)c2ccccc2)c2ccccc2N1 (stereo not drawn),-21
O=C1CSC(c2ccc([N+](=O)[O-])cc2)N1Cc1ccco1 (stereo not drawn),-4
CN(C)c1ccc(NC(=O)CCC2CCCCC2)cc1,-6
Fc1cccc(CN2CCN(C3CCCC3)CC2)c1,2
CN1C(=O)C(=Cc2cc(Br)c(O)c(I)c2)C(=O)N(C)C1=O,-3
O=C(Nc1ccc2c(c1)C(=O)N(c1ccccc1)C2=O)c1ccc2c(c1)C(=O)N(c1ccccc1)C2=O,-14
O=C(CSc1nc2ccc([N+](=O)[O-])cc2[nH]1)c1ccc(Br)cc1,-22
Oc1ccc(C=NCC2(c3ccccc3)CCCC2)cc1,-17
CC(C)COc1ccc(C(=O)Nc2sc3c(c2C(N)=O)CCCCCC3)cc1,-1

# Remaining list, next part.
structure,DUSP3 inh
CN(C)c1ccc(C2CC(c3cccs3)=NN2C(=O)CCC(=O)O)cc1 (stereo not drawn),-4
COc1ccc(C(=O)N2CCN(Cc3ccccc3Cl)CC2)cc1,-4
COc1ccc(NC(=O)c2cc([N+](=O)[O-])ccc2N2CCOCC2)cc1,-4
COc1ccc(N2C(=O)C(Cl)=C(Nc3cc(OC)ccc3OC)C2=O)cc1,-13
O=C(NCc1ccco1)c1cc2c(ccc3ccccc32)oc1=O,3
CCCn1c(=O)c(C(=O)Nc2ccc(F)cc2)c(O)c2ccccc21,-14
CC12c3ccccc3C(C)(c3ccccc31)C1C(=O)N(c3cccc(C(=O)O)c3)C(=O)C12 (stereo not drawn),-13
NC1=NC(=O)C(CC(=O)Nc2cccc([N+](=O)[O-])c2)S1 (stereo not drawn),0
CC(C)(C)c1ccc(C(=O)Nc2ccc(N)cc2)cc1,22
COc1ccccc1NC(=O)c1c(N)sc2c1CCCC2,-18
CCOC(=O)c1c(N)sc(C(=O)Nc2cc(C)cc(C)c2)c1C,-10
OC(CN1CCCCC1)c1ccc2c(c1)OCCCO2 (stereo not drawn),-12
CCCCOC(=O)c1ccc(NC(=S)NC(NC(C)=O)C(Cl)(Cl)Cl)cc1 (stereo not drawn),4
COc1ccc(Cl)cc1N(CC(=O)NCCSc1ccc(C)cc1)S(=O)(=O)c1ccccc1,-23
CCOC(=O)C1=NNC(C(=O)c2ccc(OC)cc2)C1c1ccccc1Cl (stereo not drawn),105*
C=CCNC(=O)/C(=C\C=C\C)NC(=O)c1ccccc1,-33
CCOn1c(=O)c(-c2cccs2)[n+]([O-])c2ccccc21,-1
Cc1cc(Nc2ccccc2)c2c([N+](=O)[O-])cc(C)c(C)c2n1,5
COCCNC(=S)Nc1ccc(F)cc1,-15
CC(=O)Oc1ccc(C(=O)Nc2cccc(-c3nc4ccccc4o3)c2)cc1,-11
COc1ccc(N2Cc3ccc(C(=O)NN)cc3C2)cc1,94*
CC(C)(C)C(=O)COc1cc2oc(=O)c3c(c2cc1Cl)CCC3,-1
O=C1N=C(N2CCOCC2)S/C1=C\c1ccc(O)cc1,17
O=S(=O)(N/N=C/C=C/c1ccccc1)c1ccc(Cl)cc1,-1
O=C1CC(c2ccc(Cl)cc2)CC2=C1C(c1cccs1)Nc1ccccc1N2 (stereo not drawn),3
O=C(O)CCCCCN1C(=O)C(=O)/C(=C(/O)c2ccc([N+](=O)[O-])cc2)C1c1cccc(F)c1 (stereo not drawn),-16
CC(=O)Oc1ccc(/C=C2\C=C(c3ccc(Br)cc3)OC2=O)c(OC(C)=O)c1,6
O=C1c2ccccc2C(=O)N1CSc1nnc2c(n1)[nH]c1ccccc12,8
COc1ccccc1N1CCN(C(=O)CN(c2cc(Cl)ccc2OC)S(=O)(=O)c2ccc(C)cc2)CC1,-9
COc1ccccc1N1CCN(C(=O)CN(c2ccc(Br)cc2)S(=O)(=O)c2ccccc2)CC1,3

# An excerpt of these results, with each value named.
> O=C1c2ccccc2C(=O)N1CSc1nnc2c(n1)[nH]c1ccccc12
  DUSP3 inh: 8
> O=C1N=C(N2CCOCC2)S/C1=C\c1ccc(O)cc1
  DUSP3 inh: 17
> COc1ccc(Cl)cc1N(CC(=O)NCCSc1ccc(C)cc1)S(=O)(=O)c1ccccc1
  DUSP3 inh: -23
> O=C(NCc1ccco1)c1cc2c(ccc3ccccc32)oc1=O
  DUSP3 inh: 3

# The list goes on.
structure,DUSP3 inh
Cc1cc(/C=N/N2C(=O)c3ccccc3C2=O)c(C)n1C,-21
Cc1cccc(C(=O)N/C(=C/c2ccc(Br)cc2)C(=O)NN)c1,4
COc1ccccc1N(CC(=O)Nc1cc(Cl)cc(Cl)c1)S(=O)(=O)c1ccccc1,-1
CC1=C(C(=O)OCc2ccccc2)C(c2ccc(O)cc2)NC(=O)N1 (stereo not drawn),5
COc1ccccc1/C=N/N1C(=O)c2cccc3cccc(c23)C1=O,-12
CCOC(=O)C1=C(C)N=c2s/c(=C\c3cc4c(cc3Br)OCO4)c(=O)n2C1c1ccc(OC)cc1 (stereo not drawn),-23
CC(C)Cn1ccc(=O)n(CC(C)C)c1=O,-13
CC(C)C(=O)N1c2ccccc2NC2=C(C(=O)CC(C)(C)C2)C1c1cccnc1 (stereo not drawn),0
Cc1ccc(NC(=O)c2c(N)sc3c2CCC3)c(C)c1,-6
Clc1ccc(CN2CCN(/N=C/C=C\c3ccco3)CC2)cc1,-7
O=C1/C(=C/c2ccc(Br)cc2)SC(=S)N1Nc1ccccc1,-14
CC(C)OC(=O)c1c(-c2ccc(Cl)cc2)csc1N,57
